Assay outcomes from PubChem BioAssay.
hIAP inh – blocks human intestinal alkaline phosphatase; AID 2544; hit rate 0.12% among 330,000; purified IAP, CDP-Star luminescence, 30 min; inhibition, % at 10 µM;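 active = inhibition reaching a set limit with compound at 10 µM in the primary screen, cut at about 35% in these data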;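 note: plate controls were DMSO wells with enzyme for no effect and no-enzyme buffer wells for full effect; values of inactives mirror those of a sister screen read the other way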
Target sequence (P09923 whole entry, looked up): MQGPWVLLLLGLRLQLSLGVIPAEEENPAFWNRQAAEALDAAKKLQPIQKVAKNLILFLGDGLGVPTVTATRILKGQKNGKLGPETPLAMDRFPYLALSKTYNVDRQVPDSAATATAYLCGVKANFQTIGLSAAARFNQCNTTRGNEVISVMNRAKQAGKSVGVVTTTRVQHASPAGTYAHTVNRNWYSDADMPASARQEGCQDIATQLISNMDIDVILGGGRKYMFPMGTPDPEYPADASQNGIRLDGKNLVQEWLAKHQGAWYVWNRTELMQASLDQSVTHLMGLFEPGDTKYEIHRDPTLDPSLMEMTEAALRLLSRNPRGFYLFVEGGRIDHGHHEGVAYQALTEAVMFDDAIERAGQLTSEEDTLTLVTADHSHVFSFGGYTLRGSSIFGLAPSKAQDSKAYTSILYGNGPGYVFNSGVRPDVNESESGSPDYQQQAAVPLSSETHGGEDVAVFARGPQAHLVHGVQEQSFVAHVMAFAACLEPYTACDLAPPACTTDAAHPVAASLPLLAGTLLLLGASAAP
TIM10 inh – TIM10 yeast growth inhibition | hit rate 1.4% among 330,000 | inhibition, % at 10 µM | S. cerevisiae TIM10 strain growth, BacTiter-Glo luminescence, 24 h | AID 463195;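 active = inhibition of 40% or more at the single tested concentration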;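 note: wild-type TIM10 isogenic control strain grown at permissive 25 °C; 0% = DMSO yeast wells and 100% = minimal medium wells without yeast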
NLRP3 yeast inh – inhibitors of NALP3 inflammasome in yeast. Yeast reconstituted NLRP3/ASC/caspase-1, beta-gal luminescence, 24 h. inhibition, % at 10 µM. hit rate 0.39% among 330,000. AID 2825;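 active = inhibition of 50% or more; inactive = inhibition below 50%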;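 note: plate controls were induced DMSO wells for no effect and uninduced yeast grown without galactose for full effect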
tim10-1 inh – tim10-1 yeast growth inhibition; S. cerevisiae tim10-1 ts strain growth, BacTiter-Glo, 24 h; inhibition, % at 20 µM; hit rate 2.2% among 330,000;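 active = inhibition of at least 40%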;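 note: mutant grown at 25 °C; 0% = DMSO wells with yeast and 100% = wells holding no yeast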
mIAP activ – mouse IAP activation; muIAP, CDP-Star luminescence, 30 min; hits give high values; 1 = vehicle-only enzyme signal, 0 = enzyme-free wells; hit rate 0.24% among 330,000; activation factor at 10 µM;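 active = activation factor of at least 2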; note: the source names both 10 and 20 µM as test concentration; values of inactives mirror those of a sister screen read the other way
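Assay system: mouse IAP enzyme; Reagent: CDP-Star chemiluminescent phosphatase substrate; Compound: DMSO-dissolved test compounds; Incubation: 30 min, room temperature; Technique: luminescence from enzymatic CDP-Star hydrolysis; Controls: DMSO-only wells and no-enzyme negative control.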
ATG4B inh – ATG4B (human) cysteine protease inhibition | inhibition, % at 8.33 µM | AID 504462 | Q9Y4P1 | ATG4B cleavage of LC3-PLA2, NBD-HPC fluorescence, 1 h | hit rate 0.51% among 340,000; in the data active = inhibition above about 40%
Target sequence (Q9Y4P1 whole entry, looked up): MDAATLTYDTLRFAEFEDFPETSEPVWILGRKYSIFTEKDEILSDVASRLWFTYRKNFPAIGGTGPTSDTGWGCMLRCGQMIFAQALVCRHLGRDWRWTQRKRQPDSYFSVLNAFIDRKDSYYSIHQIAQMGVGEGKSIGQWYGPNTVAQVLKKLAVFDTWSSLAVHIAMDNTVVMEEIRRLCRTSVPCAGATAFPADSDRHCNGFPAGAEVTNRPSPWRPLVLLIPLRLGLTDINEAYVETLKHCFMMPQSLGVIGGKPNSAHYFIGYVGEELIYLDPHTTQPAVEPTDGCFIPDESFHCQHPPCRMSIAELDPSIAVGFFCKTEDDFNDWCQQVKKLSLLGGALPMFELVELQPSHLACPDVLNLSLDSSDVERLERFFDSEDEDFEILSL
Apaf-1 inh – human Apaf-1 inhibition; inhibition, % at 20 µM; AID 489030; reconstituted apoptosome caspase-3 activity, DEVD-Rh110 fluorescence; hit rate 0.71% among 330,000; active = inhibition of at least 40% at 20 µM;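 note: plate controls were DMSO wells for no effect and DEVD-CHO caspase inhibitor wells for full effect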
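Material: reconstituted apoptosome with Apaf-1, cytochrome c, caspase-9, procaspase-3, dATP / Buffer or medium: pH 7.5 Hepes buffer with CHAPS, BSA, DTT / Also added: cytochrome c with DEVD-Rh110 / Schedule: compound with Apaf-1, dATP, procaspase-3 30 min, then 50 min reaction, room temperature / Technique: rhodamine 110 fluorescence at Ex 480/Em 540 nm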
mIAP inh – blocks mouse intestinal alkaline phosphatase; purified mouse IAP, CDP-Star luminescence, 30 min; inhibition, % at 10 µM; hit rate 0.2% among 330,000; AID 2806;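 active = inhibition of at least 40% at 10 µM in the primary screen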;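 note: plate controls were DMSO with enzyme for no effect and no enzyme wells for full effect; values of inactives mirror those of a sister screen read the other way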
hIAP activ – human IAP activation | purified human IAP, CDP-Star luminescence, 30 min; hits give high values; 1 = vehicle-only enzyme, 0 = enzyme-free background | activation factor at 10 µM | hit rate 0.16% among 330,000;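 active = activation factor of the enzyme at least 2-fold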; note: the source names both 10 and 20 µM as test concentration; values of inactives mirror those of a sister screen read the other way
* hit, by the source's call; x = not tested or not shown.

molecule,tim10-1 inh,NLRP3 yeast inh,hIAP inh,Apaf-1 inh,TIM10 inh,ATG4B inh,hIAP activ,mIAP inh,mIAP activ
Cc1cc(=O)oc2cc(OCc3ccc(S(=O)(=O)N4CCOCC4)cc3)ccc12,28,15,-5,5,9,-6,1.1,-6,1.1
O=C(CSc1nnc2ncccn12)N1CCCCCC1,13,0,-12,-18,2,4,1.1,14,0.86
COc1ccc(CC(=O)NC2CCSc3ccccc32)cc1OC (centres undefined),-10,11,8,1,2,-5,0.92,10,0.9
CCc1[nH]nc(C(=O)N2CCCC(N3CCN(c4ccccc4C)CC3)C2)c1C (centres undefined),1,30,-16,14,7,6,1.2,-8,1.1
O=C(CN(C(=O)Cn1nnc(-c2cccs2)n1)c1ccc2c(c1)OCCO2)NCC1CCCO1 (centres undefined),7,2,-14,17,-1,-7,1.1,-8,1.1
Cc1sc2nc(C3CC3)nc(NCCNS(=O)(=O)c3ccccc3)c2c1C,25,9,0,11,14,16,1,-27,1.3
COC(=O)[C@@H]1C[C@@]2(O)[C@H](O)[C@H](O)[C@H](O)C[C@H]2N1Cc1cc(OC)cc(OC)c1,11,23,8,11,11,-4,0.92,-12,1.1
COc1c(N2CCNC(C)C2)c(F)cc2c(=O)c(C(=O)O)cn(C3CC3)c12 (centres undefined),-9,25,3,-4,3,x,0.97,-5,1.1
COCC(=O)N(C)c1nnc(-c2ccc([N+](=O)[O-])cc2)s1,12,16,11,-8,19,0,0.89,5,0.95
O=C(CNC(=O)C1CCCCC1)Nc1ccc(F)c(Cl)c1,2,0,18,12,5,-1,0.82,5,0.95
Cc1ccc(CNC(=O)c2ccc(N3CCc4ccccc43)c([N+](=O)[O-])c2)cc1,11,1,21,12,19,11,0.79,2,0.98
CC(C)(C)OC(=O)NCCCCCNC(=O)c1nc[nH]c1C(=O)N1CCc2ccccc2C1,25,13,-42,29,1,-6,1.4,9,0.91
O=S(=O)(c1ccc(Cl)cc1)N1CCCCCC1,30,5,13,9,-1,-1,0.87,-2,1
Cc1c(Cl)cccc1NC(=O)C1CCN(c2cnccn2)CC1,-16,25,-5,3,1,0,1.1,-4,1
CN(C)C(=O)COc1ccc(Br)cc1,-10,12,-10,0,6,-1,1.1,5,0.95
COc1ccc(CCNC(=O)CC(C)S(=O)(=O)c2ccc3c(c2)NC(=O)CO3)cc1OC (centres undefined),1,13,-17,4,-5,0,1.2,2,0.98
CCOC(=O)N/N=C/c1ccc(N2CCOCC2)s1,4,8,6,5,16,33,0.94,5,0.95
Cc1ccc(NC(=O)C(c2ccccc2)c2ccccc2)nc1,-1,34,15,11,3,-4,0.85,2,0.98
COc1ccc(/C=C2\SC(=S)N(CCC(=O)NC3=NCCS3)C2=O)cc1OC,-2,4,21,-17,-9,-1,0.79,15,0.85
CN(CC(=O)NCc1ccncc1)S(=O)(=O)c1ccc(F)cc1,-1,15,15,0,2,4,0.85,-2,1
Cc1nc([N+](=O)[O-])cn1CC(O)c1ccc(F)cc1 (centres undefined),-9,26,-4,-24,2,-4,1,1,0.99
COc1ccc2nc(Nc3ccccc3OC)sc2c1,32,8,-1,-1,11,-5,1,5,0.95
COc1ccc(C(=O)N2CCN(c3ccc(C)c(C)c3)CC2)cc1OC,28,9,15,-5,8,-5,0.85,5,0.95
COc1ccccc1CCNC(=O)C(=O)NCC1OCCN1S(=O)(=O)c1ccc(F)cc1 (centres undefined),20,7,-7,6,14,-2,1.1,-7,1.1
CNC(=O)c1ccc(OCc2ccccc2)c(OC)c1,7,24,-14,-6,3,-4,1.1,9,0.91
COc1ccc2nc(SCC(=O)Nc3ccc4c(c3)OCCO4)[nH]c2c1,-4,8,-2,-19,-14,-2,1,10,0.9
NC(=O)C[C@H]1NC(=O)[C@H](CCC(=O)O)NC(=O)c2cc([N+](=O)[O-])cc(I)c2NCCC[C@@H](C(N)=O)NC1=O,-5,15,1,4,-8,0,0.99,8,0.92
O=C(Oc1ccc(/C=N/NC(=O)c2ccccn2)cc1)c1ccc(Br)cc1,6,-12,-21,29,8,3,1.2,19,0.81
CCOC(=O)c1ccc(NC(=O)C(CC)(CC)C(=O)OCC)cc1,10,11,10,13,-2,7,0.9,5,0.95
CCn1c(C)cc(/C=C2/SC(=O)N(CC(=O)N3CCCC3)C2=O)c1C,1,4,6,5,18,0,0.94,6,0.94
COc1ccc(CCNC(=O)c2cc(C3CC3)nc3c2cnn3C(C)C)cc1,22,20,-6,20,4,8,1.1,-6,1.1
S=c1[nH]nc(Cn2c(-c3ccccn3)nc3ccccc32)n1-c1ccc2c(c1)OCCO2,-8,13,-10,4,-5,-11,1.1,-18,1.2
Cc1ccc(NC(=S)NC(=O)c2cncc(Br)c2)c(C)c1,-4,34,32,2,-8,4,0.68,15,0.85
O=C(CN1CCN(S(=O)(=O)c2ccc(F)cc2)CC1)Nc1ccccc1C(=O)NC1CC1,9,16,12,-6,2,6,0.88,1,0.99
CCOc1ccc(NC(=S)Nc2ccc(OCC)cc2)cc1,21,20,-13,-1,36,2,1.1,-5,1
CC1(c2ccc3c(c2)OCO3)NC(=O)N(CC(=O)Nc2ccccc2[N+](=O)[O-])C1=O (centres undefined),-5,15,3,-2,11,-4,0.97,4,0.96
CC(C)C(NC(=O)c1ccc2c(c1)OCCO2)c1nc2ccccc2[nH]1 (centres undefined),-12,9,-48,2,-2,3,1.5,-30,1.3
O=C(NCCNC(=O)c1ccc(Cl)cc1Cl)c1cnccn1,10,7,16,1,1,-3,0.84,2,0.98
CNC(=O)NC(=O)CSc1ccc(NC(C)=O)cc1,5,4,-2,1,6,-4,1,4,0.96
CC(=O)c1sc(NCc2ccccc2)nc1C,0,9,-6,13,-5,3,1.1,-4,1
Cc1cnc(C(=O)OCC(=O)N2c3ccccc3NC(=O)C2(C)C)cn1,0,-8,-3,-5,4,-9,1,8,0.92
CC(=O)c1ccc(N2CCN(CC3CCCCC3)CC2)cc1,8,12,-11,-18,7,-4,1.1,-1,1
CCOC(=O)c1c(NCCN(C)C)c2ccccc2[nH]c1=O,-9,23,13,1,4,5,0.87,1,0.99
O=C(Nc1nnc(S(=O)(=O)N2CCCCCC2)s1)c1ccc(Cl)cc1,12,6,-12,7,-27,13,1.1,10,0.9
CC(=O)O[C@H]1C(=O)[C@@]2(C)[C@H]([C@H](OC(=O)c3ccccc3)[C@]3(O)C[C@H](OC(=O)[C@H](O)C(NC(=O)c4ccccc4)c4ccccc4)C(C)=C1C3(C)C)[C@]1(OC(C)=O)CO[C@@H]1C[C@@H]2O (some centres undefined),-14,10,9,7,6,-2,0.91,-52,1.5
CC(C)[C@H](NC(=O)N1c2ccccc2NC(=O)[C@@H]1C(C)C)C(=O)N1CCC[C@H]1C(=O)O,-15,14,28,-7,-8,-21,0.71,9,0.91
Cc1cc2nc(CS)[nH]c2cc1C,6,18,-1,8,9,-2,1,4,0.96
CCCCOC(=O)Nc1nnc(Cc2ccc(Cl)cc2)s1,-37,37,-12,18,-18,0,1.1,12,0.88
COc1ccc(C(=O)Nc2cc3c(cc2OC)CCCC3)cc1Br,21,-6,-20,33,11,2,1.2,3,0.97
O=C(Nc1cccc(Cl)c1)c1ccc2c(=O)n3c(nc2c1)CCCCC3,45*,70*,11,9,73*,-8,0.89,2,0.98

Taken from above:
`CC(C)C(NC(=O)c1ccc2c(c1)OCCO2)c1nc2ccccc2[nH]1` (centres undefined) – hIAP activ: 1.5
`CC1(c2ccc3c(c2)OCO3)NC(=O)N(CC(=O)Nc2ccccc2[N+](=O)[O-])C1=O` (centres undefined) – mIAP activ: 0.96

Further structures follow.
molecule,tim10-1 inh,NLRP3 yeast inh,hIAP inh,Apaf-1 inh,TIM10 inh,ATG4B inh,hIAP activ,mIAP inh,mIAP activ
CC(C(=O)Nc1ccc(OCc2ccccc2)cc1)N1CCCC1 (centres undefined),22,14,-14,-3,-14,-11,1.1,-13,1.1
Cc1ccc(S(=O)(=O)NN2C(=O)/C(=C/c3cccs3)SC2=S)cc1,17,3,5,10,24,-2,0.95,12,0.88
O=S1(=O)CCOC[C@H](c2ccccc2)N1Cc1cccc(F)c1,9,24,9,9,-5,-5,0.91,2,0.98
Cc1cccc(NC2=NC3(CCCCC3)N=C(N)N2)c1,12,-6,-6,-10,-9,4,1.1,-30,1.3
Cc1ccc(SCCC(=O)N2CCCC2)cc1,16,-9,8,-18,4,-6,0.92,-1,1
CCOC(=O)N1CCC(N2Cc3cccc(C(=O)NCc4ccccc4OC)c3C2=O)CC1,25,3,8,16,22,-7,0.92,1,0.99
O=C(Nc1ccc(S(=O)(=O)Nc2nccs2)cc1)c1nn(-c2ccc(F)cc2)ccc1=O,5,10,-20,1,-7,-6,1.2,13,0.87
CCC(C)C(=O)Nc1cccc(SC)c1 (centres undefined),3,23,-14,0,3,x,1.1,0,1
O=C(C1=C[C@@H](c2ccccc2)C[C@@H](OCCCCO)O1)N1CCOCC1,1,-2,-11,10,2,-6,1.1,-10,1.1
CCOC(=O)c1[nH]c2ccccc2c1NC(=O)CCN1CC(C)OC(C)C1 (centres undefined),8,12,9,7,2,-1,0.91,-4,1
COCc1[nH][nH]c(=O)c1/C=N/N1CCOCC1,7,0,11,-3,0,5,0.89,-6,1.1
